SENP8 inh: blocks the human protease SENP8; Q96LD8; purified SENP8, Z-RLRGG-aminoluciferin cleavage, luminescence; inhibition, % at 10 µM; hit rate 1.2% among 330,000; AID 2540
Target sequence (Q96LD8 whole entry, looked up): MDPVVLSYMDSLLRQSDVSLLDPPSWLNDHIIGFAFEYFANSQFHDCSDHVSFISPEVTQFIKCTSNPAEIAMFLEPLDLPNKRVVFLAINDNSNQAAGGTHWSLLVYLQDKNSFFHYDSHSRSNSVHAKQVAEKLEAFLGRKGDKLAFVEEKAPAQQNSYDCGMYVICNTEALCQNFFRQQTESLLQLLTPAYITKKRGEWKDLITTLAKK
Gli-Sufu block: Gli-Sufu pathway antagonism | Sufu-KO-LIGHT fibroblasts, Gli luciferase reporter luminescence | inhibition, % at 5 µM | hit rate 0.74% among 340,000;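 active = inhibition above about 55%, limit read from the data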;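 also: 0% = DMSO-treated cells and 100% = wells with medium but no cells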
Apaf-1 inh: inhibitors of human Apaf-1 apoptosome; reconstituted apoptosome caspase-3 activity, DEVD-Rh110 fluorescence; inhibition, % at 20 µM; hit rate 0.71% among 330,000; AID 489030; active = inhibition of at least 40% at 20 µM;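 also: plate controls were DMSO wells for no effect and DEVD-CHO caspase inhibitor wells for full effect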
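Material: reconstituted apoptosome with Apaf-1, cytochrome c, caspase-9, procaspase-3, dATP / Buffer or medium: pH 7.5 Hepes buffer with CHAPS, BSA, DTT / Also added: cytochrome c with DEVD-Rh110 / Schedule: compound with Apaf-1, dATP, procaspase-3 30 min, then 50 min reaction, room temperature / Technique: rhodamine 110 fluorescence at Ex 480/Em 540 nm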
697 NFkB inh: lowers PMA/ionomycin-induced NF-kB signal in 697 B cells; 697 B-cell NF-kB luciferase reporter, 16 h; hit rate 0.33% among 330,000; inhibition, % at 4 µM; in the data active = inhibition above about 35%
UBC13 inh: inhibitors of human UBC13 polyubiquitin chain formation. P61088. TR-FRET. inhibition, % at 20 µM. hit rate 0.47% among 330,000; in the data active = inhibition above about 45%, passing the limit was not always enough
CCR6 antagonist: blocks CCL20-driven beta-arrestin recruitment at human CCR6; CHO-K1 CCR6 PathHunter beta-arrestin, luminescence, CCL20-stimulated; inhibition, % at 20 µM; hit rate 0.49% among 340,000;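 active = compounds whose inhibition of the agonist-driven luminescence signal at 20 µM reaches about 50%, limit read from the data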;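 also: cells stimulated with CCL20 at 14 nM final; plate controls were DMSO with CCL20 for no effect and DMSO without agonist for full effect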
Target sequence (P51684 whole entry, looked up): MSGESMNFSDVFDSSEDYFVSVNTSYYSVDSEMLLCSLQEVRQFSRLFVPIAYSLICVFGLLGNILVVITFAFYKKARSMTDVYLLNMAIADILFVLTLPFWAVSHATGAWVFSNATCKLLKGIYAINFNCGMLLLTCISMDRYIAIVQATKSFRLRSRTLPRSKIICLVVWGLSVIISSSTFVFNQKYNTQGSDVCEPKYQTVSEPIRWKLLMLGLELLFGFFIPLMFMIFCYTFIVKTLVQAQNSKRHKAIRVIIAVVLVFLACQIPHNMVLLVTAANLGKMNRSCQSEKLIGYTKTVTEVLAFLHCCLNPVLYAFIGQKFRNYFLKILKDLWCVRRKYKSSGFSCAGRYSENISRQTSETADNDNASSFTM
Jurkat NFkB inh: inhibitors of the PMA/ionomycin-induced NF-kB reporter in Jurkat cells | PMA/ionomycin-induced NF-kB luciferase reporter, luminescence | hit rate 0.53% among 330,000 | inhibition, % at 4 µM | AID 435003
EBI2 antag: antagonists of human EBI2 receptor. inhibition, % at 5 µM. EBI2 beta-arrestin recruitment, luminescence, 7a,25-OHC stimulated. hit rate 0.81% among 360,000; in the data active = inhibition above about 38%;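 also: enzyme fragment complementation signal reports receptor beta-arrestin coupling in cells; 0% = agonist plus DMSO wells and 100% = wells without agonist; some results beyond the cut were filed as inactive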
Target sequence (P32249 whole entry, looked up, the tested form may be a part): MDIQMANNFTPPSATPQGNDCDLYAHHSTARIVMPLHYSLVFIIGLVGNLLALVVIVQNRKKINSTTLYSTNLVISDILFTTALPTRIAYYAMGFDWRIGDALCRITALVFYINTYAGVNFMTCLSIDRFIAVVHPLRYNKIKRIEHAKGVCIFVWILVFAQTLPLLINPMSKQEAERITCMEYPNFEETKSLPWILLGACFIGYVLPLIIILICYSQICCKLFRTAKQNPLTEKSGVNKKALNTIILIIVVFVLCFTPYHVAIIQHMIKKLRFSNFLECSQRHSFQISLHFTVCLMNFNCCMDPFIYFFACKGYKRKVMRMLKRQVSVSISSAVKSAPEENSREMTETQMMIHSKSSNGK
* hit, by the source's call; / = no result given. Rule as the data show it, unless noted: active = inhibition above about 50%; inactive = the rest. An excerpt; the hit share may differ from the screen's.

SMILES	SENP8 inh	Gli-Sufu block	Apaf-1 inh	697 NFkB inh	UBC13 inh	CCR6 antagonist	Jurkat NFkB inh	EBI2 antag
FC(F)(F)c1cc(-c2cccs2)n[nH]1	-5	-2	-7	7	2	-3	-7	-2
CCOc1cc(C(=S)N2CCOCC2)ccc1OS(=O)(=O)c1ccc(OC)cc1	6	14	-55	-16	-2	7	-35	9
Fc1cccc(Cl)c1CSc1nnc2ccccn12	-5	-25	5	-20	8	-16	4	-10
CC(NC(=O)[C@H](Cc1c[nH]c2ccccc12)NC(=O)[C@@H]1Cc2ccccc2CN1)c1ccccc1 (stereo not given in full)	4	7	6	18	17	-8	7	-3
CSCCC(NC(N)=O)C(=O)N(C)CC(=O)Nc1ccc(C)cc1 (stereo not given)	-8	20	-16	11	2	6	13	-3
CS(=O)(=O)c1nc(S(=O)(=O)c2ccc(Cl)cc2)c(NCCCn2ccnc2)s1	-13	57*	4	-7	-5	7	5	5
CC(C)Cn1cnc2c1c(=O)n(CC(=O)O)c(=O)n2Cc1ccccc1	4	5	1	3	-4	6	0	-11
Cc1c(O)ccc2c(CC(=O)N[C@@H](Cc3ccc(O)cc3)C(=O)O)cc(=O)oc12	8	0	5	-46	17	-1	-45	-1
CCOC(=O)C(NC(C)=O)(Nc1ccc(S(N)(=O)=O)cc1)C(F)(F)F (stereo not given)	3	6	1	-17	-1	18	21	-21
Cc1ccc(C(=O)Nc2ccc(NC(=O)c3ccco3)c(C)c2)cc1	-19	16	14	-5	0	9	-35	-2
Nc1ccccc1SCC(=O)Nc1ccc2c(c1)OCCO2	0	-6	2	-17	-3	-1	-26	-4
OC(CNC1CCCc2ccccc21)COc1c(Cl)cccc1Cl (stereo not given)	-5	23	36	23	15	-6	10	5
Cc1c(C(=O)NC(=S)N(Cc2ccccc2)c2ccccn2)cccc1[N+](=O)[O-]	5	-1	0	5	2	1	1	-1
Cc1ccc(NC(=O)CN2C(=O)S/C(=C/c3ccc(O)c([N+](=O)[O-])c3)C2=O)cc1C	31	1	-16	13	-70	44	-8	-2
COC(=O)/C(=C1\Oc2ccc(C(C)(C)C)cc2S1)C(F)(F)F	-6	-39	3	-77	-10	9	-66	-9
O=S(=O)(NC1CCCC1)c1ccc(S(=O)(=O)N2CCN(c3ccccc3)CC2)cc1	-8	12	4	6	-3	1	4	26
O=C(Nc1ccccc1C(F)(F)F)c1ccccc1Br	3	7	-3	23	5	13	-7	-7
CC(O)CSc1nc2c(c(=O)[nH]c(=O)n2C)n1Cc1ccccc1Cl (stereo not given)	-10	6	3	-2	-2	9	-10	4
Cn1cc(CN2CCC(n3nccc3NC(=O)c3ccccc3Cl)CC2)c2ccccc21	-5	0	19	-25	6	9	-13	-2
COc1ccc2[nH]c(=O)c(CN(C)C(=O)c3ccncc3)cc2c1	-10	6	-16	-11	3	-9	7	-1
COc1ccc(C(=O)OCC(=O)Nc2ccc3c(c2)OCCO3)c(OC)c1	2	6	-5	11	6	-5	-9	8
CC1CCCN(S(=O)(=O)c2ccc(NC(=O)C3CC(=O)N(c4ccccc4)C3)cc2)C1 (stereo not given)	-11	49	22	-18	-1	9	6	36
CC(=O)Nc1ccc(S(=O)(=O)N(C)CC(=O)Nc2cccc(S(=O)(=O)N3CCCC3)c2)cc1	3	3	3	10	-1	3	6	-4
CN1CCN(c2ncnc3sc(-c4ccccc4)cc23)CC1	-10	7	6	-13	-17	5	-17	5
COc1ccccc1Oc1ccc2c(c1)C(=O)N(c1ccc(O)cc1)C2=O	-4	-1	4	-8	-12	15	3	-4

Next structures.
SMILES	SENP8 inh	Gli-Sufu block	Apaf-1 inh	697 NFkB inh	UBC13 inh	CCR6 antagonist	Jurkat NFkB inh	EBI2 antag
O=C(CSc1nnnn1-c1ccc(O)cc1)Nc1ccc(N2CCOCC2)c(Cl)c1	3	10	5	-6	1	7	-8	-3
NS(=O)(=O)c1ccc(CCNC(=O)c2ccc(Br)s2)cc1	2	-8	-10	3	0	-1	-17	-6
O=C(Nc1nnc(SCC(=O)N2CCCc3ccccc32)s1)c1ccc2ccccc2c1	-18	-56	17	-106	-10	-10	-30	-7
COc1ccc(CCN2CCCC(CN(C)C(=O)c3ccoc3C)C2)cc1 (stereo not given)	1	21	6	-34	-1	0	-4	-2
O=C(O)c1ccc(Oc2ccccc2)o1	2	1	-6	-2	-1	16	-3	-4
N#C/C(=C\c1ccco1)C(=O)Nc1ccc(S(N)(=O)=O)cc1	-10	-11	0	4	-18	13	0	3
CCN1CCN(CCCNC(=O)c2ccc3c(c2)NC(=O)c2ccccc2S3)CC1	0	0	7	5	36	12	3	-9
O=C(C(=O)N1CCN(c2ccccc2F)CC1)c1c[nH]c2ccccc12	2	0	-1	-13	-7	3	-21	27
O=C(NCCCN1CCCC1=O)c1cc(COc2ccc(F)cc2F)on1	-2	0	-3	1	3	-1	6	-9
Cc1cccc(-n2ncc3c(NCc4ccc5c(c4)OCO5)ncnc32)c1	-3	-2	21	-20	-3	-6	-33	15
CC(NC(=O)CSc1nc2ccccc2n1C)c1ccccc1 (stereo not given)	5	-2	20	13	4	10	-15	0
O=C(NC1CC2CCCC(C1)N2C(=O)NC1CCCCC1)c1ccc(F)cc1 (stereo not given)	7	8	-1	7	-5	-1	4	-6
Cc1cc(C)nc(SCc2nnc(SCC(=O)NCc3ccco3)n2-c2ccccc2)n1	5	2	-2	-21	-1	6	17	-7
COc1cc(S(=O)(=O)N2CCOCC2)ccc1NC(=O)COC(=O)c1ccc(Cl)nc1	6	-3	-6	12	4	3	6	0
CCCCNC(=O)Nc1c(C(=O)OCC)[nH]c2ccccc12	7	2	0	11	-4	-3	4	-9
O=c1cc(-c2ccc(O)cc2)oc2c(C3OCC(O)C(O)C3O)c(O)c(C3OC(CO)C(O)C(O)C3O)c(O)c12 (stereo not given)	4	-2	-13	15	-9	-3	-4	-9
COC(=O)c1cc(C(=O)NCC2CCCCC2)cc([N+](=O)[O-])c1	-1	1	3	6	-6	12	5	-7
O=C(CCS(=O)(=O)c1ccccc1)Nc1nnc(-c2ccco2)o1	9	-5	10	-2	31	1	12	-7
CCOC(=O)[C@H]1[C@H]2COc3cc(OC)ccc3[C@@H]2N2C(=O)CN(Cc3ccccc3)C(=O)[C@@]12C	0	7	7	26	-5	5	-10	9
CC1Oc2ccccc2N(CC(=O)NCc2cccs2)C1=O (stereo not given)	-21	-9	0	-19	-4	-8	-19	-13
CNC[C@H]1Oc2c(NS(=O)(=O)c3ccc(OC)cc3)cccc2C(=O)N([C@H](C)CO)C[C@H]1C	-9	14	5	17	-1	1	8	-15
CN(C)Cc1c(C(=O)N/N=C/c2cccnc2)nnn1-c1nonc1N	-8	-9	3	-4	-1	12	-1	-1
Cc1onc(-c2ccccc2)c1-c1ccnn1C(=O)NC(C)C	-1	9	3	16	10	10	-7	-9
CC(C)NC(=O)N(C)C[C@H]1Oc2c(NS(=O)(=O)c3cccs3)cccc2C(=O)N([C@H](C)CO)C[C@@H]1C	6	4	-6	11	14	8	15	-11
COc1cccc(Nc2ncccc2C(=O)O)c1	7	-17	-8	-3	-1	11	-3	-8

Additional entries follow.
SMILES	SENP8 inh	Gli-Sufu block	Apaf-1 inh	697 NFkB inh	UBC13 inh	CCR6 antagonist	Jurkat NFkB inh	EBI2 antag
CCCCc1c(O)nc(SCC(=O)c2ccccc2)[nH]c1=O	6	3	-4	9	-1	10	8	-2
CCc1nc(SCC#N)c(C#N)cc1C	-4	/	0	8	5	/	12	/
CC(=O)Nc1ccc(C(=O)CSc2nnnn2C2CCCC2)cc1	-2	-1	-1	3	-3	9	-3	-1
Cc1cccc(OC2CCN(Cc3nc(CC4CC4)no3)CC2)c1	9	0	4	20	16	13	4	-2
Cc1ccccc1CC(=O)N1CCN(S(=O)(=O)c2cccs2)CC1	-8	5	5	-4	0	14	1	7
CC1Sc2ccc(C(=O)NCc3cccc(C(F)(F)F)c3)cc2NC1=O (stereo not given)	-11	-9	16	23	-12	11	3	-5
Cc1ccc(/C=C/C(=O)N2CCN(c3ncccn3)CC2)o1	-7	8	5	-18	-12	3	3	22
Cc1c(CN2CCCCC2)c(O)n(CCCO)c(=O)c1C#N	5	0	18	21	14	1	1	-9
COc1ccc(COCC(O)CN2CCC(CN3C(=O)c4cccc5cccc(c45)C3=O)CC2)cc1OC (stereo not given)	-4	40	2	-12	73*	36	17	-4
C/C(=N/NS(=O)(=O)c1ccc(CC(C)C)cc1)c1ccncc1	-6	39	3	-43	-9	1	5	0
CC(NC(=O)c1ccco1)C(c1cccs1)N1CCOCC1 (stereo not given)	7	-19	-9	12	0	0	9	-16
COc1ccc(C2CC(c3ccccc3O)=NN2c2ccccc2)cc1 (stereo not given)	8	0	5	12	15	19	3	12
O=C(NCC(c1ccco1)N1CCCCC1)c1ccc(S(=O)(=O)Nc2ccccc2Cl)cc1 (stereo not given)	-1	6	9	-7	-1	3	11	0

Ordered by formula weight (ascending): part of the list above.
SMILES	SENP8 inh	Gli-Sufu block	Apaf-1 inh	697 NFkB inh	UBC13 inh	CCR6 antagonist	Jurkat NFkB inh	EBI2 antag
CCc1nc(SCC#N)c(C#N)cc1C	-4	/	0	8	5	/	12	/
COc1cccc(Nc2ncccc2C(=O)O)c1	7	-17	-8	-3	-1	11	-3	-8
Cc1ccc(/C=C/C(=O)N2CCN(c3ncccn3)CC2)o1	-7	8	5	-18	-12	3	3	22
Cc1c(CN2CCCCC2)c(O)n(CCCO)c(=O)c1C#N	5	0	18	21	14	1	1	-9
Cc1onc(-c2ccccc2)c1-c1ccnn1C(=O)NC(C)C	-1	9	3	16	10	10	-7	-9
CC1Oc2ccccc2N(CC(=O)NCc2cccs2)C1=O (stereo not given)	-21	-9	0	-19	-4	-8	-19	-13
CCCCc1c(O)nc(SCC(=O)c2ccccc2)[nH]c1=O	6	3	-4	9	-1	10	8	-2
CC(NC(=O)c1ccco1)C(c1cccs1)N1CCOCC1 (stereo not given)	7	-19	-9	12	0	0	9	-16
Cc1cccc(OC2CCN(Cc3nc(CC4CC4)no3)CC2)c1	9	0	4	20	16	13	4	-2
C/C(=N/NS(=O)(=O)c1ccc(CC(C)C)cc1)c1ccncc1	-6	39	3	-43	-9	1	5	0
CC(=O)Nc1ccc(C(=O)CSc2nnnn2C2CCCC2)cc1	-2	-1	-1	3	-3	9	-3	-1
CN(C)Cc1c(C(=O)N/N=C/c2cccnc2)nnn1-c1nonc1N	-8	-9	3	-4	-1	12	-1	-1
CC1Sc2ccc(C(=O)NCc3cccc(C(F)(F)F)c3)cc2NC1=O (stereo not given)	-11	-9	16	23	-12	11	3	-5
CNC[C@H]1Oc2c(NS(=O)(=O)c3ccc(OC)cc3)cccc2C(=O)N([C@H](C)CO)C[C@H]1C	-9	14	5	17	-1	1	8	-15
O=C(NCC(c1ccco1)N1CCCCC1)c1ccc(S(=O)(=O)Nc2ccccc2Cl)cc1 (stereo not given)	-1	6	9	-7	-1	3	11	0
COc1ccc(COCC(O)CN2CCC(CN3C(=O)c4cccc5cccc(c45)C3=O)CC2)cc1OC (stereo not given)	-4	40	2	-12	73*	36	17	-4
CC(C)NC(=O)N(C)C[C@H]1Oc2c(NS(=O)(=O)c3cccs3)cccc2C(=O)N([C@H](C)CO)C[C@@H]1C	6	4	-6	11	14	8	15	-11

Bioassay records (PubChem)
